# Screening results as filed in PubChem BioAssay.
# D2 agonist: HTS Assay for Allosteric Agonists of the Human D2 Dopamine Receptor: Primary Screen for Agonists; D(2) dopamine receptor (Homo sapiens), P14416; HEK293 T-REx D2 cells, calcium flux agonist mode; activation, % at 2 µM; 340,000 tested, 0.53% active; AID 485358, 2010;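 active = activation over 3 SD above normal in the single-dose calcium agonist read, cut at about 30% in these data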; also: 0% is about no effect
#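 Tetracycline-induced HEK293 Trex cells with D2 receptor force-coupled to calcium signaling, plated overnight at 30 C and loaded with no-wash calcium dye. Calcium flux read kinetically for 180 s after compound addition; responses flag agonists.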
# TRHR ag: qHTS for Small Molecule Agonists and Allosteric Enhancers of Human TRH Receptor: Primary Screen for Agonists; TRHR cells, calcium flux fluo-8, FDSS agonist mode; activation, % at 2 µM; 360,000 tested, 0.18% active; AID 493084, 2011; in the data active = activation above about 30%; also: 0% is about no effect
#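 In this calcium-flux screen, cells bearing human TRHR are dye-loaded with fluo-8, baselined for 10 cycles, then exposed to library compounds; positive kinetic calcium responses during the agonist phase mark hits, with TRH as control.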
# D2 antag: HTS Assay for Allosteric Antagonists of the Human D2 Dopamine Receptor: Primary Screen for Antagonists. AID 485344, 2010. HEK293 TREx D2 cells, calcium flux, dopamine EC80. inhibition, % at 10 µM. 340,000 tested, 2% active; in the data active = inhibition above about 30%; also: 0% is about no effect
#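 Calcium mobilization kinetics were recorded at 1 s intervals in tetracycline-induced HEK293 T-REx D2 cells, first for 180 s after compound addition and then 180 s after EC80 dopamine.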
# Pin1 inhibitor: qHTS Assay to Find Inhibitors of Pin1; Pin1 FP peptide displacement, HiFluor488, 10 min; Peptidyl-prolyl cis-trans isomerase NIMA-interacting 1 (Homo sapiens), Q13526; Potency, µM (highest dose often 115 µM), inactives show at the highest dose activity, negative = inhibition, usual class: inhibitors; 390,000 tested, 0.009% active; AID 504891, 2011; active = well fitted inhibition curve with a large enough effect in the polarisation, with a control signal flat, not every such curve was filed as active; inconclusive = small, poorly fitted or top-dose-only effect, or effect the other way, or a change in a side signal; inactive = no such curve, though single readings can be large or run the other way; the % refers to the polarisation; also: potency is read from the fitted curve at half-maximal effect; % is scaled to controls: 0 for no effect and ±100 for the full control effect
# IDH1 R132H inh: qHTS for Inhibitors of mutant isocitrate dehydrogenase 1 (IDH1): qHTS | IDH1-R132H enzyme, NADPH consumption, diaphorase/resazurin fluorescence | 390,000 tested, 0.093% active | Potency, µM (highest dose often 76.6 µM), for the others: top-dose activity change, negative = inhibition, most hits filed as inhibitors; also: potency is read from the fitted curve at half-maximal effect; % is scaled to controls: 0 for no effect and ±100 for the full control effect; nearly all actives have a fitted effect of over 65% in size
#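 IDH1-R132H (0.5 ug/mL) preincubated 30 min with compound, then NADPH (0.016 mM) and alpha-KG (2 mM) added; 80 min at RT, pH 7.5. Remaining NADPH coupled via diaphorase/resazurin to fluorescence (540/590 nm); concentration-response curves normalized to no-enzyme control.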
# USP1 inh: Inhibitors of USP1/UAF1: Primary Screen; recombinant USP1/UAF1, Ub-Rhodamine cleavage fluorescence; Potency, µM (top dose mostly 57.1 µM), without a hit: at the highest dose activity change, negative = inhibition, actives largely listed as inhibitors; AID 743255, 2014; 390,000 tested, 0.23% active; Ubiquitin carboxyl-terminal hydrolase 1 (Homo sapiens), O94782; also: potency is read from the fitted curve at half-maximal effect; % is scaled to controls: 0 for no effect and ±100 for the full control effect; nearly all actives have a fitted effect of over 60% in size; inactives centre near -12
# Target sequence (O94782 whole entry, looked up): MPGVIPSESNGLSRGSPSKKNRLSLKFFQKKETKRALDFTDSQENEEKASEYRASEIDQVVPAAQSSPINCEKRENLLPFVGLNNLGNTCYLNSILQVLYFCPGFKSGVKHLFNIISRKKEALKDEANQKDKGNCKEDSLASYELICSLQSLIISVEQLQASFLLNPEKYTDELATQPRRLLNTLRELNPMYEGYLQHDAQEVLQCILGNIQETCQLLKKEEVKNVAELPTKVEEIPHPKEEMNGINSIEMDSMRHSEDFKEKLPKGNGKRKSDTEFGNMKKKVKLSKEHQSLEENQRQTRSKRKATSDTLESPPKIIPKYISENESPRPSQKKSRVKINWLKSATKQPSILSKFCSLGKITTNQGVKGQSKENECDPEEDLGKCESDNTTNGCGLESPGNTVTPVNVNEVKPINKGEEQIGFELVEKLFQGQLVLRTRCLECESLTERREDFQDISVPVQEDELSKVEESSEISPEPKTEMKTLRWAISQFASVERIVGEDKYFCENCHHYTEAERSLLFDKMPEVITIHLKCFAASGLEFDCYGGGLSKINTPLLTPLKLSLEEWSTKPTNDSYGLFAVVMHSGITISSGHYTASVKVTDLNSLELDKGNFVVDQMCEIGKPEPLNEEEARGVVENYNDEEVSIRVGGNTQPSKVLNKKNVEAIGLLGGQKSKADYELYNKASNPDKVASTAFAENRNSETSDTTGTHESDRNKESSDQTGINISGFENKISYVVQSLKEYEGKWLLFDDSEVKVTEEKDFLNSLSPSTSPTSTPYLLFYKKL
#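 High-throughput fluorogenic screen: 1nM USP1/UAF1 complex, Ub-Rho substrate 150nM final, 50mM HEPES pH 7.8 with 0.5mM EDTA, 0.1 mg/ml BSA, 1mM TCEP and 0.01% Tween-20.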
# TrxR1 inh: qHTS Assay for Inhibitors of Mammalian Selenoprotein Thioredoxin Reductase 1 (TrxR1): qHTS; recombinant rTrxR1, NADPH fluorescence consumption, selenite substrate; Thioredoxin reductase 1, cytoplasmic (Rattus norvegicus), O89049; 390,000 tested, 1% active; AID 588453, 2011; Potency, µM (highest dose often 114 µM), for the others: at the top dose activity change, negative = inhibition, hits mostly inhibitors; also: potency is read from the fitted curve at half-maximal effect; % is scaled to controls: 0 for no effect and ±100 for the full control effect; nearly all actives have a fitted effect of over 65% in size
#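 Rat TrxR1 (90 nM in the dispensed reagent) was pre-reduced with 400 uM NADPH for 5 min at room temperature, then incubated with compound for 15 min. After 400 uM selenite was added, NADPH fluorescence (Ex 340/Em 450 nm) was followed for 8 min.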
# TrxR1 substrate: qHTS Assay for Substrates of Mammalian Selenoprotein Thioredoxin Reductase 1 (TrxR1): qHTS; AID 588456, 2011; Potency, µM (series often up to 114 µM), for the others: at the top dose activity change, negative = substrate turnover; purified TrxR1 substrate turnover, NADPH consumption readout; 390,000 tested, 0.01% active; also: potency is read from the fitted curve at half-maximal effect; % is scaled to controls: 0 for no effect and ±100 for the full control effect; nearly all actives have a fitted effect of over 50% in size
#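 Rat TrxR1, dispensed at 90 nM, was prereduced with 400 uM NADPH (final) for 5 min at ~22 deg C, then incubated with compound 15 min before 400 uM selenite. A first-read NADPH fluorescence drop versus no-compound background flagged substrates.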
# TRHR PAM: qHTS for Small Molecule Agonists and Allosteric Enhancers of Human TRH Receptor: Primary Screen for Enhancers. TRHR cells, fluo-8 calcium fluorescence, EC20 TRH enhancement. enhancement, % at 2 µM. AID 493056, 2011. 360,000 tested, 0.66% active. Thyrotropin-releasing hormone receptor (Homo sapiens), P34981; in the data active = enhancement above about 30%; also: 0% is about no effect
#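 Enhancer read-out: after compound pinning and an initial kinetic agonist-mode read, an EC20 of TRH (10 nM final) was injected and fluo-8 calcium signal (Ex 480/Em 530) followed at 1 s/cycle for 100 cycles in TRHR-expressing cells.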
# Starred values were filed as active, the others as inactive; ? = inconclusive; · = no result given; & = joins results of further samples; [ ] = dose if it differs, or a comment. Unless noted, calls follow the shape of the dose curve; as a rule, active = well fitted inhibition curve with a large enough effect; inconclusive = small, poorly fitted or top-dose-only effect; inactive = no such curve, though single readings can be large or run the other way. Not all compounds are listed. The share of hits here may be higher or lower than overall.
SMILES,D2 agonist,TRHR ag,D2 antag,Pin1 inhibitor,IDH1 R132H inh,USP1 inh,TrxR1 inh,TrxR1 substrate,TRHR PAM
CCOc1ccccc1N1CC(C(=O)N2CCN(Cc3ccc(C#N)cc3)CC2)CC1=O (stereo not drawn),0.1,0.1,-8,0%,0%,-12%,?,3%,-1
O=C(NCc1ccccc1)c1ccc2c(c1)C(=O)N(Cc1cccnc1)C2=O,0.4,-1.2,0,-3%,-8%,-27%,9%,1%,-2
CCOC(=O)CNC(=O)CSc1nnc(NC(=O)c2ccc(C)cc2)s1,0.0,-0.6,-9,7%,20%,0%,10%[57.1 µM],6%[57.1 µM],-3
COc1ccc(C(CNC(=O)C(C)Oc2ccc(Br)cc2)N2CCCCC2)cc1 (stereo not drawn),0.6,0.5,78*,-9%,3%,-25%,7%,-3%,-3
O=C1CCC[C@@H]2Cc3nc4cc5c(cc4cc3[C@@H]3CCN1[C@H]23)OCO5,·,·,·,-2%,7%,-16%,11%&32%,8%&10%,·
O=C(NCCc1nc(-c2ccccc2)no1)c1ccco1,·,·,·,-2%,-4%,-18%,16%[57.1 µM],12%[57.1 µM],·
COC(=O)C1=C(CSc2nncn2C)NC(=O)NC1c1cc(C)ccc1C (stereo not drawn),·,0.8,·,12%,-2%,-11%,2%[57.1 µM],7%[57.1 µM],0
CC(C)(Cl)C1Cc2cc3ccc(=O)oc3cc2O1 (stereo not drawn),0.6,-0.3,-2,3%,5%,?,25%,100%[activator],-6
CC(=O)c1c(C)[nH]c(C(=O)OCc2ccccc2F)c1C,0.3,-1.4,-4,-12%,2%,-23%,-12%,-4%,-4
CC(=O)Nc1cc(NC(C)=O)cc(C(=O)NCC2(N3CCOCC3)CCCCC2)c1,0.5,0.4,-5,11%,-3%,-1%,4%[57.1 µM],5%[57.1 µM],3
C=C(C)CSc1nnc2n(C)c(=O)c3c4c(sc3n12)CCC4,0.1,-1.2,-19,4%,0%,-15%,-10%,3%,13
O=C(CSc1nc2c(cnn2-c2ccc(F)cc2)c(=O)[nH]1)Nc1nccs1,0.0,0.3,24,-3%,-3%,-16%,14%[57.1 µM],8%[57.1 µM],-2
C=CCn1c(SCC(=O)CC(=O)OCC)nc2cc(C(=O)N3CCC(C(N)=O)CC3)ccc2c1=O,-0.7,0.7,-1,7%,2%,-18%,21%[57.1 µM],-1%[57.1 µM],9
O=C(CNC(=O)c1ccco1)N/N=C/c1c[nH]c2ccccc12,-0.6,0.3,14,-1%,3%,-8%,7%,-8%,4
CCn1c2ccccc2c2nnc(SCc3ccc(C(=O)OC)o3)nc21,0.0,-2.6,6,-4%,4%,-17%,21%,6%,0
N#Cc1c(-c2cccs2)nc(SCc2ccc(Cl)cc2)[nH]c1=O,0.3,0.1,-2,·,-2%,?,23%[57.1 µM],8%[57.1 µM],-2
O=C(CSC(=S)N1CCOCC1)Nc1nccs1,·,-0.2,·,-1%,0%,-13%,3%,6%,5
COc1ccc(C(=O)N/N=C(\C)CC(=O)Nc2cccc(C(F)(F)F)c2)cc1,0.0,0.9,7,-2%,-6%,14%,?,-4%,-2
Cc1ccc(NC(=O)C(=O)NCc2ccncc2)cc1,-0.8,-0.9,-10,-3%,-4%,-14%,18%,4%,1
O=C(CCn1c(=O)oc2cc(Cl)ccc21)Nc1ccc(N2CCOCC2)cc1,2.0,-0.4,-5,-2%,2%,-18%,15%[57.1 µM],-18%[57.1 µM],0
CC(Sc1nc(N)cc(=O)[nH]1)C(=O)NC1CCCCC1 (stereo not drawn),0.6,-0.2,21,0%,6%,-10%,14%[57.1 µM],-4%[57.1 µM],-1
CCOC(=O)c1oc2ccccc2c1NC(=O)c1ccc(Cl)s1,0.5,1.0,-5,-1%,-6%,-15%,22%,2%,-5
CCCOP(=O)(OCCC)c1c([N+](=O)[O-])cc(C(F)(F)F)cc1[N+](=O)[O-],0.1,-0.6,2,-10%,7%,-2%,18%[57.1 µM],13%[57.1 µM],5
Cc1ccc(-n2cc[nH]c2=S)c(C)c1,3.0,-0.5,-35,-4%,6%,?,2%[57.1 µM],-4%,0

# In the list so far, these have a halogen:
SMILES,D2 agonist,TRHR ag,D2 antag,Pin1 inhibitor,IDH1 R132H inh,USP1 inh,TrxR1 inh,TrxR1 substrate,TRHR PAM
COc1ccc(C(CNC(=O)C(C)Oc2ccc(Br)cc2)N2CCCCC2)cc1 (stereo not drawn),0.6,0.5,78*,-9%,3%,-25%,7%,-3%,-3
CC(C)(Cl)C1Cc2cc3ccc(=O)oc3cc2O1 (stereo not drawn),0.6,-0.3,-2,3%,5%,?,25%,100%[activator],-6
CC(=O)c1c(C)[nH]c(C(=O)OCc2ccccc2F)c1C,0.3,-1.4,-4,-12%,2%,-23%,-12%,-4%,-4
O=C(CSc1nc2c(cnn2-c2ccc(F)cc2)c(=O)[nH]1)Nc1nccs1,0.0,0.3,24,-3%,-3%,-16%,14%[57.1 µM],8%[57.1 µM],-2
N#Cc1c(-c2cccs2)nc(SCc2ccc(Cl)cc2)[nH]c1=O,0.3,0.1,-2,·,-2%,?,23%[57.1 µM],8%[57.1 µM],-2
COc1ccc(C(=O)N/N=C(\C)CC(=O)Nc2cccc(C(F)(F)F)c2)cc1,0.0,0.9,7,-2%,-6%,14%,?,-4%,-2
O=C(CCn1c(=O)oc2cc(Cl)ccc21)Nc1ccc(N2CCOCC2)cc1,2.0,-0.4,-5,-2%,2%,-18%,15%[57.1 µM],-18%[57.1 µM],0
CCOC(=O)c1oc2ccccc2c1NC(=O)c1ccc(Cl)s1,0.5,1.0,-5,-1%,-6%,-15%,22%,2%,-5
CCCOP(=O)(OCCC)c1c([N+](=O)[O-])cc(C(F)(F)F)cc1[N+](=O)[O-],0.1,-0.6,2,-10%,7%,-2%,18%[57.1 µM],13%[57.1 µM],5
